# Assay outcomes (PubChem BioAssay)
# USP17 block: inhibitors of human USP17 deubiquitinase | Ubiquitin carboxyl-terminal hydrolase 17-like protein 5 (Homo sapiens), A8MUK1 | actives 6.5% (n = 47,000) | inhibition, % at 50 µM | AID 1645855, 2021 | purified USP17, Ub-rhodamine cleavage fluorescence, 3 h
# UCHL1 block: inhibitors of human UCHL1 deubiquitinase | actives 0.2% (n = 47,000) | purified UCHL1, Ub-rhodamine cleavage fluorescence | Ubiquitin carboxyl-terminal hydrolase isozyme L1 (Homo sapiens), P09936 | AID 1645859, 2021 | inhibition, % at 20 µM
# USP7 block: inhibitors of human USP7 deubiquitinase. Ubiquitin carboxyl-terminal hydrolase 7 (Homo sapiens), Q93009. purified USP7, Ub-rhodamine cleavage fluorescence. inhibition, % at 20 µM. actives 0.3% (n = 47,000)
# USP10 inh: inhibitors of human USP10 deubiquitinase; Ubiquitin carboxyl-terminal hydrolase 10 (Homo sapiens), Q14694; purified USP10, Ub-rhodamine fluorescence, 60 min; inhibition, % at 20 µM; actives 1.1% (n = 47,000); AID 1645856, 2021
# USP8 block: inhibitors of human USP8 deubiquitinase; Ubiquitin carboxyl-terminal hydrolase 8 (Homo sapiens), P40818; purified USP8, Ub-rhodamine cleavage fluorescence, 30 min; inhibition, % at 20 µM; actives 4.2% (n = 47,000); AID 1645853, 2021
# USP30 inh: inhibitors of human USP30 deubiquitinase | AID 1645860, 2021 | purified USP30, Ub-rhodamine cleavage fluorescence | inhibition, % at 25 µM | actives 5.3% (n = 47,000)
# Target sequence (Q70CQ3 whole entry, looked up): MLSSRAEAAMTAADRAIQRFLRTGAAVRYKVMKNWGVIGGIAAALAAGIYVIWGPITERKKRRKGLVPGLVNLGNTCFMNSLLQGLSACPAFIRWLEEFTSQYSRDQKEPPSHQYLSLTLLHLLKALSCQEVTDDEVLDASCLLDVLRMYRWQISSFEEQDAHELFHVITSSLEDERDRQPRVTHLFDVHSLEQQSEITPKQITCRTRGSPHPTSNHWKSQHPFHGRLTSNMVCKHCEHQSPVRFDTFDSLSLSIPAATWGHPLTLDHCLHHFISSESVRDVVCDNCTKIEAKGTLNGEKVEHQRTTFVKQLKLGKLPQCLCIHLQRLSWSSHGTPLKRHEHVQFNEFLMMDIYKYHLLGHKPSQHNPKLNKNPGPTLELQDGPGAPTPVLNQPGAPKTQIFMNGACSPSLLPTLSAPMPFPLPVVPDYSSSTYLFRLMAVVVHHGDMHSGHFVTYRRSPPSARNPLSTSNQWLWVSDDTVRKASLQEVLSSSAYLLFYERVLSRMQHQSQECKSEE
# OTUD3 block: inhibitors of human OTUD3 deubiquitinase. OTU domain-containing protein 3 (Homo sapiens), Q5T2D3. inhibition, % at 25 µM. purified OTUD3, Ub-rhodamine fluorescence, 2 h. actives 0.7% (n = 47,000)
# Target sequence (Q5T2D3 whole entry, looked up, the tested form may be a part): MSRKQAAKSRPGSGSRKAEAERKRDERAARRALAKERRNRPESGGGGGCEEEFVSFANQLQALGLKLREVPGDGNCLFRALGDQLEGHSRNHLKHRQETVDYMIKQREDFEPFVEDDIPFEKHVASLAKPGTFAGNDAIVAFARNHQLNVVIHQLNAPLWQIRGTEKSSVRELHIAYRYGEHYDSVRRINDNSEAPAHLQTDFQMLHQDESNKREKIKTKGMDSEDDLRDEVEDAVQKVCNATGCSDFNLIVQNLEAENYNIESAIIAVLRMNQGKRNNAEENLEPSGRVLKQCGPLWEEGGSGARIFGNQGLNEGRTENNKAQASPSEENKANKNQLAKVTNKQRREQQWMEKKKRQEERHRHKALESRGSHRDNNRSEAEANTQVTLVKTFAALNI
# USP28 block: inhibitors of human USP28 deubiquitinase; Ubiquitin carboxyl-terminal hydrolase 28 (Homo sapiens), Q96RU2; purified USP28, Ub-rhodamine cleavage fluorescence, 30 min; inhibition, % at 25 µM; actives 3% (n = 47,000)
# Starred values were filed as active, the others as inactive; i = inactive; . = not tested or not shown. No stated cut-off is given here; in the data, active means inhibition above about 30%; inactive means the rest.
entry	Compound	USP17 block	UCHL1 block	USP7 block	USP10 inh
1	O=c1c(CN2CCC3(CC2)Nc2ccccc2C2=NCCN23)coc2ccccc12	6	-1	1	-7
2	O=C(Cc1ccccc1)Nc1nc(-c2cccc3ccccc23)cs1	24	3	-5	8
3	COc1cc2c(cc1OC)-c1cc(Oc3ccccc3F)nc(=O)n1CC2	-12	-3	-5	-3
4	Cn1cc(S(=O)(=O)Nc2ncn(Cc3ccc(Cl)cc3)n2)cn1	18	3	6	0
5	COc1ccc(N(CC(=O)NCc2cccc(OC)c2)S(=O)(=O)c2c(C)nn(C)c2C)cc1	11	1	-7	-5
6	CC(=O)c1cccc(NC(=O)c2cnc(NCc3ccccc3F)nc2C)c1	-2	-3	-16	4
7	Cc1ccccc1NC(=O)COc1ccccc1-c1noc(COc2ccccc2F)n1	-14	-4	0	-1
8	CN(c1ccccc1)S(=O)(=O)c1cccc(NS(=O)(=O)c2ccc(Cl)c(C(=O)O)c2)c1	0	1	5	12

entry	USP8 block	USP30 inh	OTUD3 block	USP28 block
1	-1	-29	-7	-1
2	-1	26	17	10
3	1	i	-86	-152
4	19	12	22	5
5	2	2	6	4
6	-33	20	-9	8
7	4	-65	-27	-14
8	-42	-14	-1	2

# Next entries.
entry	Compound	USP17 block	UCHL1 block	USP7 block	USP10 inh
9	CC(=O)c1cc2c(cc1NC(=O)c1oc3c(c1C)-c1[nH]ncc1CC3)OCO2	43*	4	-4	-1
10	CC(=O)NC(Cc1ccccc1F)C(=O)NC1CCN(c2nc(C)cc(C)c2C#N)CC1 (stereo not drawn)	-4	-2	0	-4
11	CC(C)Cc1nc2sc3c(SCC(=O)N(c4ccccc4)c4ccccc4)ncnc3c2c2c1CCC2	6	1	2	-1
12	Cn1ccnc1CN1C(=O)CO[C@H]2CN(Cc3ccc(C(F)(F)F)cc3)C[C@H]21	-9	-5	-6	-6
13	Cc1cccc(-c2nccnc2C2CCCN(C(=O)c3cnccn3)C2)c1 (stereo not drawn)	12	5	3	2
14	O=C(CCn1c(=O)c2ccccc2n(Cc2cccc(Cl)c2)c1=O)NCc1ccccc1Cl	12	2	10	12
15	Cc1cc(C(=O)N[C@H]2[C@H](O)[C@H](O)C[C@@H]2c2ccc(C(F)(F)F)nc2)no1	26	1	-1	-4
16	CC1Cn2c(cnc2C(F)(F)F)C(=O)N1CC(=O)NC1CCOCC1 (stereo not drawn)	7	-1	0	0

entry	USP8 block	USP30 inh	OTUD3 block	USP28 block
9	31*	-34	0	10
10	3	-77	-6	-12
11	11	30	15	10
12	-23	-8	-6	-7
13	18	18	10	13
14	20	21	11	-3
15	13	10	2	5
16	5	-29	1	3

# Other records.
entry	Compound	USP17 block	UCHL1 block	USP7 block	USP10 inh
17	Cc1cccc(NC(=O)COc2nsnc2N2CCOCC2)c1C	28	5	6	1
18	CCn1nc(C(=O)N2CCC(c3cc(=O)n4[nH]ccc4n3)CC2)cc1C	10	4	6	0
19	COc1ccc(NC(=O)CCS(=O)(=O)c2ccc3c(c2)SCC(=O)N3)cc1Cl	-29	-15	-7	-9
20	Cc1cnc(-c2cnc(C3CCCN3C(=O)c3ccccc3)cn2)[nH]1 (stereo not drawn)	9	1	4	3
21	CC(=O)Nc1ccc(CN2CC[C@H](c3nnc(-c4cccnc4)o3)C2)cc1	-8	1	1	0
22	Cc1cc(C)c2c(N3CCOCC3)nc(C(=O)N3CCCCC3)nc2n1	6	1	3	-6
23	Cc1nc(-c2ccccc2)sc1C(=O)NCc1ccc2c(c1)OCO2	0	7	2	9
24	Cc1cccc(C(=O)N2CCc3cc(-c4nc(NC(=O)CN5CCCC5)sc4C)ccc32)c1	45*	6	-7	3

entry	USP8 block	USP30 inh	OTUD3 block	USP28 block
17	2	6	17	6
18	-7	14	9	3
19	-23	-81	-11	-16
20	-4	22	11	0
21	-1	-3	2	-1
22	20	-31	0	-2
23	-2	21	0	6
24	9	-15	2	11

# Copied from above: nos. 23–24
entry	Compound	USP17 block	UCHL1 block	USP7 block	USP10 inh
23	Cc1nc(-c2ccccc2)sc1C(=O)NCc1ccc2c(c1)OCO2	0	7	2	9
24	Cc1cccc(C(=O)N2CCc3cc(-c4nc(NC(=O)CN5CCCC5)sc4C)ccc32)c1	45*	6	-7	3

entry	USP8 block	USP30 inh	OTUD3 block	USP28 block
23	-2	21	0	6
24	9	-15	2	11

# (more compounds)
entry	Compound	USP17 block	UCHL1 block	USP7 block	USP10 inh
25	COc1ccc(CNC(=O)c2cc(S(=O)(=O)N3CCc4ccccc43)ccc2OC)cc1OC	0	3	2	1
26	COc1ccc(Cl)cc1NC(=O)COC(=O)C(Cc1c[nH]c2ccccc12)NC(=O)c1ccccc1Cl (stereo not drawn)	20	6	2	8
27	COCCOC(=O)C1=C(C)Nc2nc3ccccc3n2C1c1sccc1C (stereo not drawn)	25	3	7	2
28	O=C(CC1(O)C(=O)N(Cc2cccc3ccccc23)c2ccccc21)c1ccccc1Cl (stereo not drawn)	11	7	-2	9
29	COc1cc(NC(=O)C2C3C=CC(O3)C2C(=O)O)c(OC)cc1Cl (stereo not drawn)	-11	0	-2	0
30	O=C(C1CC1)N1CCC(c2nncn2Cc2ccccc2)CC1	-4	-2	-3	0
31	O=C(Oc1ccccc1)C1CCN(S(=O)(=O)c2ccc3c(c2)OCCCO3)CC1	14	4	5	3
32	c1cc(-c2noc([C@@H]3CCCN3C3CCOCC3)n2)cc(N2CCCC2)n1	-24	3	-5	-7

entry	USP8 block	USP30 inh	OTUD3 block	USP28 block
25	7	13	-10	-2
26	19	31*	14	4
27	7	12	6	0
28	-8	0	17	28
29	0	-14	-14	-1
30	8	-10	-5	-18
31	16	23	19	14
32	3	-47	-9	-17

# Carrying on.
entry	Compound	USP17 block	UCHL1 block	USP7 block	USP10 inh
33	O=C(Cc1nc(-c2ccccc2)n[nH]1)Nc1ccccc1	21	0	2	1
34	Cc1ccc2c(=O)c(C(=O)Nc3ccc(F)cc3)cn(CC(=O)NC3CCCC3)c2n1	.	-5	0	-5
35	Cc1oc(-c2[nH]ncc2C(=O)N(C)C)cc1S(=O)(=O)N1CCC(C)CC1	-5	-4	-5	-5
36	CC(=O)Nc1ccc(C(=O)NCCn2c(C)nc3ccccc32)cc1	18	2	7	8
37	COc1ccc(Cn2c(=O)[nH]c3cc(C(=O)NCCCN4CCN(c5cccc(Cl)c5)CC4)ccc3c2=O)cc1	51*	6	12	60*
38	CCCn1cc(C(=O)NCc2ccc(C)cc2)c2nn(-c3ccccc3)c(=O)c-2c1	-3	-3	2	1
39	O=C(c1ccccc1F)N1CCC(c2nc(-c3ccccc3)no2)C1 (stereo not drawn)	11	3	-3	1
40	Cn1cc(N2CCC3(CCN(Cc4nccs4)CC3)C2=O)cn1	-7	1	3	0

entry	USP8 block	USP30 inh	OTUD3 block	USP28 block
33	20	27	12	9
34	7	-47	-7	-18
35	-12	-24	0	-11
36	21	27	7	20
37	83*	46*	20	11
38	3	-15	-4	-9
39	1	.	0	.
40	-59	2	4	0

# Remaining list, next part
entry	Compound	USP17 block	UCHL1 block	USP7 block	USP10 inh
41	COc1ccc(NC(=O)c2cc(-c3ccncc3)nc3ccccc23)c(OC)c1	0	-4	-4	-5
42	CCOc1ccccc1C1CC(=O)NC(C)=C1C(=O)OC1CCCC1 (stereo not drawn)	13	3	-9	3
43	Cc1nc2cc(-c3noc(-c4ccccn4)n3)ccc2n(C2CCCC2)c1=O	-2	1	-3	-5
44	CCCC(=O)N1CCC2(C1)C(=O)N(C)c1ccccc12 (stereo not drawn)	-2	-4	0	3
45	Cc1ccc(S(=O)(=O)N(CC(=O)Nc2ccc(C(C)C)cc2)C2CCCCC2)cc1	-3	3	8	8
46	Cc1nn(-c2ccccc2)c2[nH]c(=O)c(CNCC3CCCO3)cc12 (stereo not drawn)	9	1	6	3
47	Cc1cc(C)c2oc(C(=O)NCC(c3ccco3)N3CCCC3)cc(=O)c2c1 (stereo not drawn)	17	0	-3	-3
48	CC(NC(=O)c1ccc(-c2ccc(F)cc2)o1)c1ccccc1 (stereo not drawn)	-4	-5	-2	-12

entry	USP8 block	USP30 inh	OTUD3 block	USP28 block
41	0	-51	-20	-21
42	2	19	12	17
43	-2	-30	0	-6
44	11	-2	-7	-6
45	5	0	-1	3
46	2	-18	1	-4
47	6	30	0	2
48	15	-83	-9	-13

# (continued)
entry	Compound	USP17 block	UCHL1 block	USP7 block	USP10 inh
49	COc1ccc(C(NC(=O)c2ccccc2C(=O)O)c2ccccc2)cc1 (stereo not drawn)	2	0	4	1
50	Cc1c(C)n(Cc2cccnc2)c2ncnc(NCc3cccnc3)c12	6	3	3	3
51	CC(=O)c1csc(-c2cc(C)on2)n1	3	-3	-4	-3
52	O=C(c1ccc2cc[nH]c2c1)N1CCC2(CC1)N=C(c1ccccc1)NO2	34*	-3	1	-10
53	CC(=O)N1CCSc2ccc(S(=O)(=O)Nc3ccccc3Cl)cc21	0	-5	-2	2
54	COc1ccc(N(CC(=O)Nc2cccnc2)S(C)(=O)=O)cc1Cl	-8	-3	-1	1
55	CC1(C)C2CCC1(CS(=O)(=O)Nc1cccc(C#N)c1)C(=O)C2 (stereo not drawn)	1	2	.	5
56	COc1ccccc1CNC(=O)CCc1nc2c(C)nn(-c3ccccc3)c2n(C)c1=O	-11	0	-3	-3

entry	USP8 block	USP30 inh	OTUD3 block	USP28 block
49	4	10	3	-2
50	-2	18	22	17
51	-9	-10	-4	-10
52	-8	-42	-8	-3
53	-9	-16	-7	-2
54	-3	-18	-8	-11
55	0	12	9	6
56	-14	22	-1	4

# Next part.
entry	Compound	USP17 block	UCHL1 block	USP7 block	USP10 inh
57	Cc1cc(=O)[nH]c(C2CCCN2C(=O)c2ccccn2)n1 (stereo not drawn)	15	1	1	3
58	COC1=CC(=O)C[C@@H](C)[C@]12Oc1c(Cl)c(OC)cc(OC)c1C2=O	2	1	0	3
59	CCc1nnc(CN2CCC(C3CCCCCN3S(=O)(=O)c3ccccc3)CC2)o1 (stereo not drawn)	-11	-2	-4	-4
60	NS(=O)(=O)c1ccc(NC(=O)COC(=O)C2CC(=O)N(Cc3ccccc3)C2)cc1 (stereo not drawn)	-19	-3	-5	0
61	Cc1c2c(nc3cc4c(cc13)OCO4)-c1ccccc1OC2c1ccccc1 (stereo not drawn)	-39	1	.	-4
62	O=C(Cc1nc(-c2ccccn2)n[nH]1)Nc1cccc(Cl)c1	-56	-3	-1	-4
63	COc1ccc(C2=NS(=O)(=O)N(C)C(C(=O)N3CCc4ccccc4C3)=C2)cc1OC	-10	2	3	-2
64	Cc1cccc(OCC(O)CN2CCN(c3ccccn3)CC2)c1 (stereo not drawn)	2	3	1	0

entry	USP8 block	USP30 inh	OTUD3 block	USP28 block
57	6	.	6	.
58	4	13	3	5
59	-10	-16	-4	-9
60	-296	-31	-5	-2
61	-13	-267	-78	-62
62	-282	-5	1	-8
63	0	-7	0	-1
64	7	17	4	5

# Additional structures
entry	Compound	USP17 block	UCHL1 block	USP7 block	USP10 inh
65	O=C1NCC2(CCC(C(=O)Nc3nncs3)CC2)Oc2ccccc21 (stereo not drawn)	-7	-3	-6	0
66	Cc1nc(C)n(CC2CCCCN2Cc2nnsc2Cl)n1 (stereo not drawn)	.	-2	0	-1
67	COc1ccc2[nH]cc(CCNC(=O)Cc3csc(-c4cc(OC)c(OC)c(OC)c4)n3)c2c1	8	3	4	2
68	COc1ccc(-c2cc(-c3nnc4n3CCCCC4)n(-c3ccccc3)n2)cc1	15	6	-6	3
69	Cc1cc(N(C)C)n2nc(-c3ccccc3C)nc2n1	-1	-3	.	-5
70	O=C(Nc1ccccc1)c1ccccc1SCC(=O)N1CCCC1	12	2	5	0
71	O=C(NC(Cc1c[nH]c2ccccc12)c1nc2ccccc2[nH]1)c1ccccc1 (stereo not drawn)	34*	4	0	-7
72	Cc1ccc2c(=O)c(C(=O)N3CCCC3)cn(CC(=O)Nc3ccc(F)cc3)c2n1	-2	-2	-8	-6

entry	USP8 block	USP30 inh	OTUD3 block	USP28 block
65	-2	2	-3	0
66	-33	-25	-7	-17
67	9	0	2	6
68	16	28	8	60*
69	-17	4	7	11
70	24	21	15	12
71	42*	-38	-22	-2
72	13	-9	11	5

# The list goes on.
entry	Compound	USP17 block	UCHL1 block	USP7 block	USP10 inh
73	COc1ccc(C(=O)N/C(=C\c2cn(S(=O)(=O)N(C)C)c3ccccc23)C(=O)NCc2ccccc2)cc1OC	22	11	7	1
74	Cc1ccccc1CC(=O)NC1CCCN(c2cc(N(C)C)ncn2)C1 (stereo not drawn)	-3	2	5	0
75	CCN1C[C@H]2C3(CCN(C(=O)Cc4cccc(OC)c4)CC3)CC[C@@]2(C(=O)N(C)C)C1	-11	1	5	2
76	CNC(=O)[C@@H]1C[C@@H]2CN(CC3CC3)CCN2[C@@]12C(=O)Nc1ccccc12	8	2	6	-2

entry	USP8 block	USP30 inh	OTUD3 block	USP28 block
73	25	26	7	8
74	-29	5	0	1
75	-214	22	9	8
76	2	13	6	2
